Lipid droplet – inhibitors of hepatocyte lipid droplet formation, primary screen, imaging, high-throughput imaging, BODIPY stain | AML12 mouse hepatocytes, oleate lipid droplets | 240,000 tested, 0.4% active | inhibition, % at 6.5 µM | AID 1656, 2009;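 active = lipid droplet intensity inhibited by at least 50%, with more than 500 cells counted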
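System: AML12 hepatocytes (mouse). Probe or stimulus: oleic acid at 100 µM to induce lipid droplet formation. Times: overnight treatment with compound plus oleate. Detection: Image-based BODIPY and DAPI two-channel analysis. Evaluation: percent inhibition of filter-corrected integrated lipid droplet intensity per well.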
Dynein cargo inh – inhibitors of GR-EGFP nuclear translocation, primary screen, dynein cargo transport inhibitor project, imaging, high-content, 3617.4 mouse cells | 220,000 tested, 0.47% active | test concentration mostly 20 µM; stimulated with dexamethasone, 1 µM; hits give low values | z-score, hits read low;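 active = plate z-score of nuclear minus cytoplasmic receptor signal below a set negative limit, without overly bright fluorescence or cell loss, cut at about -3.5 in these data, passing the limit was not always enough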;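 note: z-score of nuclear minus cytoplasmic ring GR-EGFP intensity difference per well; some compounds called inactive have numbers as strong as hits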
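Buffer or medium: tet-free medium with charcoal-stripped serum / Also added: dexamethasone agonist, 1.0 µM final, for 30 min / Timing: induction 48 h, compound 1 h, agonist 30 min / Measured by: high-content fluorescence imaging after fixation / Read-out: nuclear-to-cytoplasmic GR-EGFP distribution per well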
T cell modulator – modulators of CD8 T cell-vesicle binding, primary screen, mouse 2C CD8+ T cells, flow cytometry. 2C CD8+ T cell-vesicle binding; hits give low values. calls only at 7 µM. 330,000 tested, 0.068% active. AID 2052, 2009;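 active = response, share of CD8 T cells binding vesicles, and their 90th percentile fluorescence all below set limits, cut at about 80% in these data, passing the limit was not always enough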
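Also added: QL9-peptide-loaded Drosophila micro-vesicles bearing Ld, ICAM-1 and B7-1; Test system: purified 2C TCR transgenic mouse naive CD8+ T cells; Measured by: cytometric PE anti-B7-1 and Alexa647 anti-CD8 signals after 1% paraformaldehyde fixation; Timing: binding step 1.5 h, 37 °C, antibody labelling 20 min, ice.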
Salmonella PhoP GFP – inhibitors of PhoP regulon expression, primary screen, Salmonella Typhimurium, GFP reporter (AID 1863); S. Typhimurium PhoP-regulated promoter GFP reporter, 4 h; higher % means a stronger effect; one-dose inhibition, % at 50 µM; IC50 in µM for titrated hits; 300,000 tested, 0.16% active;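 active = inhibition over 29.93%, a cutoff 3 SD above the screen mean, later confirmed by dose response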;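 note: 0% = low Mg2+ inducing control and 100% = high Mg2+ repressing control; strong numbers were not always called active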
MT stabilize HCS – microtubule stabilizers in HeLa cells, primary screen, imaging, high-content imaging | HeLa tubulin immunostaining HCS, 24 h; share of cells brighter than vehicle mean+2SD | % tubulin-high responders, % at 10 µM | 200,000 tested, 0.83% active;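 active = plate Z-score above 3 for both tubulin-high and condensed-nucleus cell shares, with cell loss under 80%, at 10 µM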;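 note: anti alpha tubulin signal scored within the nucleus-defined area of each cell; some results filed as inactive read as strong as hits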
Ins promoter up – insulin promoter activators in MIN6 cells, imaging, high-content screening, mouse beta cells. MIN6 insulin promoter-GFP reporter; hits give high values. z-score at 5 µM. 190,000 tested, 0.3% active;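 active = z-score above 3 at 5 µM with at least 500 cells counted in the well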
b-catenin transl – modulators of beta-catenin nuclear translocation, primary screen, imaging, HeLa cells, immunofluorescence, high-content. 190,000 tested, 0.3% active. nuclear translocation activity, % at 5 µM. AID 1665, 2009;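 active = nuclear translocation activity above 50% at 5 µM, with a well cell count of 50 or more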;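 note: per-cell ratio of nuclear to cytoplasmic median beta-catenin stain intensity; plate controls were DMSO negative control for no effect and GSK-3 inhibitor IX positive control for full effect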
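Test system: human HeLa cells, native beta-catenin. Compound dosing: 5 µM primary single dose, 0.1% DMSO, 0.02–20 µM confirmation series. Incubation: compound exposure 24 h at 37°C. Detection: beta-catenin immunostaining with DAPI counterstain, 20x imaging, 6 fields/well. Read-out basis: Nuclear/cytoplasmic beta-catenin signal ratio, % activation.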
CSM14.1 death rescue – rescue of cells from ER stress-induced death, primary screen, 384-well, CSM14.1, thapsigargin, ATP luminescence (AID 1222). CSM14.1 thapsigargin-induced death rescue, ATP luminescence; higher % means a stronger effect. cellular ATP content (survival), % at 20 µM, or EC50 in µM where a hit was titrated. 190,000 tested, under 10 active;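 active = EC50 below 50 µM in the dose-response confirmation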;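 note: death triggered by thapsigargin at about 15 µM added after 2 h compound pretreatment; cell ATP read after overnight thapsigargin exposure of roughly 18 to 22 hours; normalized against plate controls of thapsigargin alone and 5% DMSO vehicle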
Autophagy mod – autophagy modulators in MEF cells, primary screen, imaging, high-content, MEF GFP-LC3 | MEF GFP-LC3 puncta imaging; test concentration mostly 10 µM | calls only at 10 µM (by protocol) | 190,000 tested, 0.98% active;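 active = percentage of spot-positive cells more than 3 SD above its plate mean, without a fluorescence outlier flag or 80% toxicity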;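 note: spot-positive cell cutoff set from DMSO-treated cells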
Dynein cargo inh cytoplasmic EGFP – further read-out of Dynein cargo inh, marked with its call; z-score; measured here: cytoplasmic GR-EGFP intensity; hits give high values
Dynein cargo inh nuclear GR-EGFP – also measured in Dynein cargo inh; calls as there; z-score; measured here: nuclear GR-EGFP intensity;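 lower value marks the stronger effect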
Dynein cargo inh cell count – also measured in Dynein cargo inh; calls as there; z-score; measured here: cell count per field
Ins promoter up cell count – recorded beside Ins promoter up, whose call it bears; cell count; measured here: cytotoxicity, nuclei count;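 total cells summed across four imaged fields per well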
Lipid droplet cells 6.5 µM – also measured in Lipid droplet; calls as there; cell count; measured here: cell count, cytotoxicity flag;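 cells counted across two imaged fields per well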
b-catenin transl cell count 5 µM – second read-out of b-catenin transl, no call of its own (marks repeat the call); cell count; measured here: cell count, cytotoxicity flag
T cell modulator vesicle-bound % – second read-out of T cell modulator, no call of its own (marks repeat the call); double positive events, %; measured here: CD8+ vesicle-bound cell fraction;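 binding gate set so that unloaded-vesicle control wells show 10% double positive cells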
MT stabilize HCS Hoechst-high % – further read-out of MT stabilize HCS, marked with its call; % Hoechst-high responders; measured here: nuclear condensation Hoechst responders;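 share of cells brighter than vehicle mean plus two SD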
MT stabilize HCS cytotoxicity % – recorded beside MT stabilize HCS, whose call it bears; toxicity, %; measured here: cytotoxicity by cell density;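 0% = mean cell density of plate MIN control wells and 100% = no cells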
Autophagy mod cell loss 18 h – recorded beside Autophagy mod, whose call it bears; toxicity, %; measured here: cell loss, nuclei count;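 cell loss after 18 h compound exposure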
An asterisk follows results filed as active; i = inactive; nt = no result given.

structure	Ins promoter up cell count	Lipid droplet cells 6.5 µM	b-catenin transl	b-catenin transl cell count 5 µM	MT stabilize HCS	Dynein cargo inh nuclear GR-EGFP	T cell modulator	Ins promoter up	Lipid droplet	Salmonella PhoP GFP	Autophagy mod cell loss 18 h	T cell modulator vesicle-bound %	Dynein cargo inh cytoplasmic EGFP	Dynein cargo inh	MT stabilize HCS Hoechst-high %	MT stabilize HCS cytotoxicity %	Dynein cargo inh cell count	Autophagy mod	CSM14.1 death rescue
COC(=O)Nc1nc2ccc(Br)cc2s1	1515	668	-0.4	1568	1.9	-0.93	i	-0.54	0	8%	-2	37	-0.33	-1	2.4	2.9	2	i	0.4%
Cc1ccc(Cl)cc1N(CC(=O)NCc1ccc2c(c1)OCO2)S(C)(=O)=O	1444	761	0.2	1043	1.7	-0.28	i	-1.3	0	-9%	17	55	-0.063	-0.88	2.4	1.8	0.73	i	-1.5%
CC(=O)N/C(=C\c1ccccc1)C(=O)Nc1ccc(O)cc1	1579	653	1.6	1528	1.8	1.1	i	0.47	-3	0%	15	13	-0.038	1.7	1.7	1.1	-2	i	4.5%
COc1ccc(N2C(=O)CC(c3ccc(OC(C)C)cc3)C2=O)cc1 (stereo unspecified)	975	nt	nt	nt	4.1	-0.4	i	-0.07	nt	-4%	-7	33	-0.24	-0.75	3.3	6.7	0.48	i	-0.9%
COc1cc(/C=C2\S/C(=N/S(=O)(=O)c3ccccc3)NC2=O)c([N+](=O)[O-])cc1OC	1302	718	-1.6	1115	2.2	-0.31	i	0.16	12	1%	-11	41	-0.092	-0.78	1.7	6.1	0.65	i	-0.2%
c1ccc(C2Nc3ccccc3-c3nc4ccccc4n32)cc1 (stereo unspecified)	1039	832	-4.5	1249	2.5	-0.059	i	-1.2	4	11%	-3	40	-0.31	-0.28	2.2	6.1	0.63	i	-0.5%
CC(CNS(=O)(=O)c1cc(Cl)ccc1Cl)CN(C)C (stereo unspecified)	1891	701	-2.5	1121	3.1	0.87	i	-0.12	1	10%	-4	32	-0.16	1.4	1.8	3.0	-0.28	i	-2.5%
CN(C)CCCN(Cc1ccccc1)C(=S)Nc1ccc(F)c(Cl)c1	nt	719	1.1	1079	2.2	0.25	i	nt	8	0%	23	17	-0.25	0.66	3.0	6.9	-0.035	i	-1.8%
Cn1c(=O)c2c(nc(NCCCO)n2Cc2cccc(C(F)(F)F)c2)n(C)c1=O	1703	696	0.0	1023	2.6	0.096	i	-0.5	-1	-4%	12	9	-0.2	0.3	2.3	5.8	-1.2	i	-2.7%
CC(=O)c1cccc(NC(=O)COc2nsnc2N2CCOCC2)c1	1446	nt	-1.5	1378	3.7	0.17	i	-0.81	nt	-4%	-10	58	-0.48	-0.17	1.8	7.3	0.45	i	-1.4%
CSc1ncc(Cl)c(C(=O)C(C#N)c2nc3c(C)cc(C)cc3c(=O)[nH]2)n1 (stereo unspecified)	1161	697	-0.2	1179	4.3	1.1	i	-0.02	-3	-11%	9	22	-0.22	1.1	1.9	1.4	-0.094	i	2.7%
Cc1nc(C)c(-c2nnc(-c3ccc(C(C)(C)C)cc3)o2)cc1C(=O)NN	nt	626	0.3	976	5.0	-0.43	i	nt	-17	-9%	-2	25	-0.33	-0.15	2.8	15	0.016	i	-6.0%
Cc1ccc(N(C(=O)c2ccncc2)C2C=CS(=O)(=O)C2)cc1 (stereo unspecified)	1384	685	-0.4	1057	4.3	-0.47	i	-1.5	3	16%	nt	48	-0.26	-1.1	1.7	6.1	0.28	nt	nt
CCOC(=O)c1c(-n2cnnn2)sc2c1CCCC2	1446	689	-0.7	1316	nt	0.16	i	-0.06	-1	-8%	nt	12	-0.25	0.83	nt	nt	-0.45	nt	nt
O=C(O)c1cc(C(=O)O)cc(-c2ccc(/C=c3/sc4nc5ccccc5n4c3=O)o2)c1	1654	675	0.4	970	3.9	-0.32	nt	1.1	-2	1%	34	nt	0.14	-0.26	1.6	9.6	-0.26	i	-0.4%
CC(C)c1ccc(/C=C/C(=O)NC2=NCCS2)cc1	1443	nt	5.6	1353	2.4	0.016	i	0.5	nt	-2%	12	45	-0.19	-0.96	1.5	2.9	-0.14	i	-1.1%
O=C(O)C(Cc1cn[nH]n1)=NO	1406	682	2.0	1257	nt	0.22	i	0.04	6	9%	nt	57	-0.16	0.64	nt	nt	-0.67	nt	nt
CCCCCCC(=O)Nc1ccc(Cl)cn1	1200	757	0.5	1155	1.7	0.19	i	-0.2	1	5%	1	56	-0.23	0.36	2.0	7.7	-0.25	i	4.3%
Cc1ccc(N=c2c([N+](=O)[O-])nn(-c3ccc4c(c3)OCCO4)n2O)c(Cl)c1	1259	687	-2.5	1129	2.8	0.41	i	0.01	-4	4%	13	28	-0.31	1.1	1.1	1.9	-0.14	i	1.0%
CCCCCOc1ccc(Cn2ccnc2)cc1[N+](=O)[O-]	982	536	3.1	557	1.3	-0.68	i	-0.36	-20	-5%	-3	38	-0.22	-0.83	1.9	14	1.3	i	-3.2%
CCn1c(SCC(=O)N/N=C/C=C/c2ccccc2[N+](=O)[O-])nnc1-c1ccc(Cl)cc1	1393	562	0.8	1084	5.7	0.057	i	-0.15	8	-5%	1	30	-0.24	0.47	2.2	5.6	-0.031	i	-1.3%
COc1ccc([C@H]2C(C#N)=C([S-])N[C@](C)(O)[C@@H]2[n+]2ccccc2)cc1	1078	784	0.2	1299	nt	0.8	nt	0.05	3	-13%	nt	nt	-0.2	-0.21	nt	nt	-0.11	nt	nt
CCN(CC)S(=O)(=O)c1cccc(C(=O)Nc2ccc(C#N)cc2)c1	982	673	nt	nt	3.0	0.2	i	-2.3	-23	-12%	-2	30	-0.16	-0.045	3.1	11	0.19	i	-0.9%
CCOC(=O)Cn1ncc2c(=O)oc3ccccc3c21	1892	720	-1.0	1091	6.8	-0.26	i	-0.16	1	13%	9	10	-0.19	-0.83	4.0	10	0.8	i	-0.5%
O=C(COc1ccc(CO)cc1)Nc1ccc(F)cc1	1317	747	nt	nt	2.7	0.17	i	0.06	-8	-2%	-3	39	-0.27	-0.2	1.9	3.4	-0.23	i	-2.6%
O=S(=O)(Nc1cccc2c1ccc1cccn12)c1cccs1	1478	nt	-1.1	1313	2.1	-0.84	i	-0.2	nt	-62%	-1	58	-0.23	-0.13	1.8	6.4	0.76	i	-0.3%
CCOC(=O)c1cnc(-n2[nH]c(C)cc2=O)[nH]c1=O	1256	650	-1.7	1162	3.7	-0.26	i	-0.83	7	-7%	-30	60	-0.31	-0.49	1.8	6.3	0.36	i	nt

Random excerpt: 2 compounds from above, in no set order.
structure	Ins promoter up cell count	Lipid droplet cells 6.5 µM	b-catenin transl	b-catenin transl cell count 5 µM	MT stabilize HCS	Dynein cargo inh nuclear GR-EGFP	T cell modulator	Ins promoter up	Lipid droplet	Salmonella PhoP GFP	Autophagy mod cell loss 18 h	T cell modulator vesicle-bound %	Dynein cargo inh cytoplasmic EGFP	Dynein cargo inh	MT stabilize HCS Hoechst-high %	MT stabilize HCS cytotoxicity %	Dynein cargo inh cell count	Autophagy mod	CSM14.1 death rescue
CC(CNS(=O)(=O)c1cc(Cl)ccc1Cl)CN(C)C (stereo unspecified)	1891	701	-2.5	1121	3.1	0.87	i	-0.12	1	10%	-4	32	-0.16	1.4	1.8	3.0	-0.28	i	-2.5%
CCOC(=O)c1cnc(-n2[nH]c(C)cc2=O)[nH]c1=O	1256	650	-1.7	1162	3.7	-0.26	i	-0.83	7	-7%	-30	60	-0.31	-0.49	1.8	6.3	0.36	i	nt
